# From PubChem BioAssay
# EphB4 antag = blocks human EphB4 binding to ephrin-B2; 97,000 tested, 0.15% active; EphB4 LBD / TNYL-RAW-Alexa532 peptide, fluorescence polarization; AID 720; P54760; inhibition, % at 7 µM;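 active = inhibition above the screen-wide mean inhibition plus 3 SD, cut at about 15% in these data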;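 note: 0% = DMSO wells and 100% = excess unlabeled TNYL-RAW peptide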
# Target sequence (P54760 whole entry, looked up, the tested form may be a part): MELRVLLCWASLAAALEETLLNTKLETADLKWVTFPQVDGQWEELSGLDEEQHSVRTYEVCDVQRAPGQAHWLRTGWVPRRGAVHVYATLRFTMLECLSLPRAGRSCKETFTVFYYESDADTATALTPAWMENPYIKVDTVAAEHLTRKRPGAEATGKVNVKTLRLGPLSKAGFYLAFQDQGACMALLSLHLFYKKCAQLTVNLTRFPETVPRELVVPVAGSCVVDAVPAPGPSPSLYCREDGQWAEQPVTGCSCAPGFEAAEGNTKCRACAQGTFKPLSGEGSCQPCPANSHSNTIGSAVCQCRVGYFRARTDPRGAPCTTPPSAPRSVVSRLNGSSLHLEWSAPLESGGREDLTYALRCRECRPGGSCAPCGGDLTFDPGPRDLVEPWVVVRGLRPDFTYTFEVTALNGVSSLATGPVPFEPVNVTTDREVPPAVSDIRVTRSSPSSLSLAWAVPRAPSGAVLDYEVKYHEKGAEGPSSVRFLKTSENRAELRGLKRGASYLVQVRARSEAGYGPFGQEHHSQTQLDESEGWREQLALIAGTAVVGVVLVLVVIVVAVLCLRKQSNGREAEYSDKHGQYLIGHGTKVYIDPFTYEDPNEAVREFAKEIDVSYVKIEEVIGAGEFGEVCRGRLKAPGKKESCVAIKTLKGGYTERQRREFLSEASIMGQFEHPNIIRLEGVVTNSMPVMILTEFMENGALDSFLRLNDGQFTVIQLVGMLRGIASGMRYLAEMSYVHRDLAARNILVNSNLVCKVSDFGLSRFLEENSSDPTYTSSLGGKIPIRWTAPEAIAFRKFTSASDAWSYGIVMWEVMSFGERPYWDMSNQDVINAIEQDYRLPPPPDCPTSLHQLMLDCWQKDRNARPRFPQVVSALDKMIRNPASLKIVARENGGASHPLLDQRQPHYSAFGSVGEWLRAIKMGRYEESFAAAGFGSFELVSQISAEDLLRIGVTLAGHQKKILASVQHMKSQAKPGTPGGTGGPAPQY
# PLK1 inh = blocks human PLK1 kinase activity. AID 619. inhibition, % at 10 µM. recombinant PLK1 kinase, TR-FRET peptide phosphorylation. 97,000 tested, 0.53% active. P53350;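 active = inhibition of 50% or more in the single-concentration screen; inactive = inhibition below 50%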;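 note: 0% = DMSO max control and 100% = H-89 dihydrochloride min control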
# LYP inh 2 = LYP (human) phosphatase inhibition | inhibition, % at 2 µM | 96,000 tested, 0.21% active | recombinant LYP catalytic domain, DiFMUP fluorescence | Q9Y2R2 | AID 640;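 active = inhibition at 2 µM at or above a set limit, the screen mean plus 3 SD, cut at about 24% in these data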;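 note: 0% = DMSO with enzyme and 100% = enzyme fully blocked by orthovanadate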
# FAK inh = inhibitors of human focal adhesion kinase; Q05397; biochemical FAK kinase activity assay; inhibition, %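 (tested at 7 µM)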; AID 727; 97,000 tested, 0.84% active; in the data active = inhibition above about 19%;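 note: 0% = DMSO and 100% = reference compound high control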
# Plk1 PBD FP = blocks phosphopeptide binding to human Plk1 polo box domain; Plk1 PBD phosphopeptide binding, fluorescence polarization; inhibition, %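 (tested at about 20 µM)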; 97,000 tested, 0.13% active; in the data active = inhibition above about 34%, passing the limit was not always enough
# PTPN22 act = LYP (human) phosphatase activation; Q9Y2R2; activation, % at 2 µM; recombinant LYP, DiFMUP fluorescence; 0 = plate median, 100 = signal doubled; AID 697; 96,000 tested, 0.11% active;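 active = activation at 2 µM above a set limit, the mean plus 5 SD, cut at about 37% in these data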
# F-actin modifier = alters cytoskeleton assembly in HUVEC cells | inhibition, % at 2 µM | 91,000 tested, 0.18% active | AID 836 | HUVEC TNFa F-actin phalloidin imaging, high content;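 active = inhibition above the batch mean plus 3 SD and confirmed as a hit by visual image inspection, cut at about 30% in these data, passing the limit was not always enough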; note: strong numbers were not always called active
# PTK2B oligo ant = blocks oligomerization of human Pyk2 in cells; z-score (the deposit names both 25 µM and 10 µM); Q14289; Q293 cells, Pyk2 FERM NanoBiT luminescence; hits give low values; AID 1347419; 99,000 tested, 0.83% active;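 active = Z-score of -3 or lower, scaled per plate to the spread of control and sample wells; inactive = z-score above -3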;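 note: negative z-score means lost luminescence so less FERM oligomerization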
# Rev-RRE block = HIV Rev-RRE protein-RNA interaction inhibition; Rev peptide-RRE RNA binding, FRET; AID 704; inhibition, % at 8 µM; P05866; 97,000 tested, 0.79% active;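 active = inhibition above the screen-wide mean plus 3 SD, cut at about 35% in these data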;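 note: 0% = median DMSO wells and 100% = median Neomycin B control wells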
# Target sequence (P05866 whole entry, looked up): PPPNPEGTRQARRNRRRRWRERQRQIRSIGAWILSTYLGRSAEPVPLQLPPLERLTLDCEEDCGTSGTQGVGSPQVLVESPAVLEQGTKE
#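 Test system: labelled RRE RNA duplex and labelled Rev peptide. Times: 5 min compound–RNA preincubation, then 15 min with peptide, 25 °C. Doses: single-dose 8 µM. Measured by: FRET, excitation 480 nm, emission 540 nm donor and 671 nm acceptor. Measure: % inhibition of FRET ratio versus controls.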
# Active calls of the source: *; nt = no result given; [ ] = dose if it differs, or a comment. Compounds were not picked by outcome, and some 3.5% of all compounds hit somewhere here.
SMILES	EphB4 antag	PLK1 inh	LYP inh 2	FAK inh	Plk1 PBD FP	PTPN22 act	F-actin modifier	PTK2B oligo ant	Rev-RRE block
CN(C)NC1CCS(=O)(=O)C1 (stereo not given)	0	-11	5	12	3	0	5	0.09	1
Nc1nc2c(s1)CC(c1ccccc1)CC2 (stereo not given)	-6	-8	-7	-2	-17	10	-1	0.26	-2
CCCS(=O)(=O)N1CCCC(c2nc(-c3ccc(OC)cc3)no2)C1 (stereo not given)	5	-15	3	2	11	-2	0	1.2	10
Cc1ccc(-c2nnn(CC(=O)Nc3ccc4nn(-c5ccccc5)nc4c3)n2)o1	-4	-4	0	1	9	-2	2	-0.53	11
O=C(C1CCCCC1)N1CCCc2ccccc21	-2	-7	11	-2	18	-9	-22	0.16	9
COC(=O)c1ccc2[nH]c(C)cc(=O)c2c1	-5	-11	-3	0	18	-1	6	0.09	8
Cc1ccc(NS(=O)(=O)c2cc(C(=O)NCc3ccccn3)ccc2Cl)cc1C	3	-8	2	0	-9	0	-15	1.2	8
CC(NC(=O)c1ccccc1)C(=O)NC1=NCCS1 (stereo not given)	0	-14	-2	4	10	7	12	0.07	9
Fc1ccccc1COc1cccc(/C=N/n2cnnc2)c1	1	-13	-7	-1	-17	5	20	0.75	4
CCOC(=O)c1sc2nc(CC(=O)OC)nc(N3CCN(c4ccccn4)CC3)c2c1C	-5	-1	10	-1	-19	-9	6	-1.9	2
Cc1c(C)c2ccc(OCC(=O)N(C)C)c(C)c2oc1=O	5	-9	-9	0	-10	5	6	-0.49	8
[O-]C1=N/[N+](=C/c2ccc(Cl)c(Cl)c2)CC1	-2	-11	7	-2	-13	-10	7	0.78	7
CCOC(=O)N1CCN(C(=O)c2oc3ccc(S(=O)(=O)N4CC(C)CC(C)C4)cc3c2C)CC1 (stereo not given)	4	-4	9	-2	-27	-6	-11	2.3	2
CC(=O)Nc1ccc(C(=O)OCC(=O)c2ccc(C)c([N+](=O)[O-])c2)cc1	-1	-3	6	4	2	-3	18	-0.86	7
Cn1c(=O)c(NCCc2ccccc2)c2c3c(cccc31)C(=O)c1ccccc1-2	119*[fluorescence artefact?]	-152	-1	3	-207	0	13	1.2	140*[fluorescence artefact?]
Cc1cc(C)n2c(SCc3ccc(C#N)cc3)nnc2n1	-1	-9	-4	1	-17	1	-38	1.4	1
O=C(Nc1ccc(-c2nc3ccccc3o2)cc1)c1cccnc1	6	-3	1	-2	-27	0	9	-1.5	0
C=CCn1c(C)cc(C(=O)CSc2nc3ccccc3c(=O)[nH]2)c1C	-6	-9	1	3	26	-2	-3	0.2	2
Cc1ccc(NC(=O)Cn2cccc2)cc1Cl	5	-9	4	1	15	-11	5	1	8
COCCOC(=O)C1=C(C)NC2=C(C(=O)CCC2)C1c1ccc(N(C)C)cc1 (stereo not given)	-2	-10	-3	-3	-7	1	26	-0.27	-5
Cc1ccc(C(C(=O)NC2CCCC2)N(C(=O)Cc2cccs2)c2ccc(C)c(C)c2)o1 (stereo not given)	4	-5	15	6	26	-10	-10	-2.3	0
CCC(C)(C)n1nnnc1C(c1ccc2ncccc2c1)N1CCCCCC1 (stereo not given)	-3	-12	-4	-1	8	5	6	-0.51	7
COc1cc2c(cc1NC(=O)c1cc(-c3ccncc3)nc3ccc(C)cc13)oc1ccccc12	-1	0	3	-2	-4	-5	4	0.8	5
COc1ccccc1OC(=O)c1ccc(S(=O)(=O)N(C)C)cc1	12	1	1	-1	-21	1	nt	-0.07	5
O/N=C1\CC/C(=N\O)c2nn(-c3ccc(Cl)cc3Cl)nc21	2	2	12	5	4	-11	-7	-2.7	3
COc1ccc(NC(=O)C2C(=O)NC3(C)CC2c2ccccc2O3)cc1 (stereo not given)	5	-9	-10	3	-12	6	3	1.4	6
CCOC(=O)c1ccc(NC(=O)CN2C(=O)CCC2=O)cc1	-1	-16	-7	0	-2	5	10	0.92	1
COc1ccccc1C(=O)Nc1c2c(nn1-c1cccc(C)c1C)CS(=O)(=O)C2	-9	-13	-1	8	-3	-2	-10	-0.76	4
O=C(Nc1cccc(Cl)c1)N1CCN(c2ncccn2)CC1	1	-7	-3	3	-8	6	9	0.03	5
CC(=O)Nc1ccc(OCC(O)Cn2c3ccccc3c3ccccc32)c(C)c1 (stereo not given)	-8	-6	8	-1	7	-6	-5	-2.9	4

# Brought forward from above: 2 entries, then new ones.
SMILES	EphB4 antag	PLK1 inh	LYP inh 2	FAK inh	Plk1 PBD FP	PTPN22 act	F-actin modifier	PTK2B oligo ant	Rev-RRE block
O=C(Nc1cccc(Cl)c1)N1CCN(c2ncccn2)CC1	1	-7	-3	3	-8	6	9	0.03	5
CC(=O)Nc1ccc(OCC(O)Cn2c3ccccc3c3ccccc32)c(C)c1 (stereo not given)	-8	-6	8	-1	7	-6	-5	-2.9	4
Cc1ccc(S(=O)(=O)Cc2ccc(C(=O)N3CCCCCC3)o2)cc1	-6	-8	-10	-3	21	7	0	nt	0
O=C(CSc1nnnn1C1CCCC1)Nc1ccc2c(c1)OCO2	-10	-9	1	1	-25	-2	-25	0.02	1
CC(C)Oc1cc(NC(=O)CS(=O)CC(=O)Nc2cccc(C(F)(F)F)c2)c(Cl)cc1Cl (stereo not given)	-7	-15	-20	-2	-17	16	1	-0.44	10
COc1ccc2c(c1)Cc1sc(NC(=O)c3ccccc3)nc1-2	6	-5	6	1	-4	-8	-5	0.05	9
O=[N+]([O-])c1cccc(C(=Nc2ccccc2Cl)NO)c1	-1	5	3	3	-13	0	-32	0.16	0
COc1ccc(NC(=O)CN2C(=O)C(C)Oc3ccccc32)cc1 (stereo not given)	-3	-7	-11	1	4	8	-8	-0.89	-2
COc1ccc(CCN2C(=O)c3ccccc3C2(O)c2ncc[nH]2)cc1OC (stereo not given)	8	-6	-4	-4	11	3	nt	-0.3	7
Oc1ccc(Oc2ncc(Cl)cc2Cl)cc1	-2	-15	-9	-1	3	4	0	0.97	2
COc1ccc(NC(=O)CC2Sc3ncnn3C2=O)cc1 (stereo not given)	3	-12	0	-2	8	-1	-7	nt	8
Cc1cc(N)n(-c2ccc3ccccc3c2)n1	4	-5	-6	0	-17	2	-6	-2	13
O=C1C2ON(c3ccccc3)C(c3cccnc3)C2C(=O)N1c1ccc(Cl)c(Cl)c1 (stereo not given)	-4	-12	3	-7	11	-4	-18	-0.88	13
O=S(=O)(c1ccccc1)N1N=C(c2cccs2)CC1c1ccc(F)cc1 (stereo not given)	-1	8	10	-3	-26	-6	-10	-0.95	4
COCCCNC(=O)Cn1nnc(-c2ccc(NC(=O)c3ccccc3OC)cc2)n1	-6	-1	-16	3	5	13	0	0.13	1
CCN(Cc1ccccc1)C(c1ccc(C)cc1)c1nnnn1C(C)(C)C (stereo not given)	0	0	1	1	9	1	0	-0.1	6
FC(F)(F)c1cc(-c2ccc(Cl)cc2)nc2ncnn12	-2	0	17	2	-7	-16	nt	-0.4	8
CC1(C)CC(=O)C2=C(C1)Nc1ccccc1NC2c1ccc2c(c1)OCO2 (stereo not given)	-6	-9	-3	6	8	1	-10	-0.21	2
COc1ccc(-c2cc(C(=O)Nc3ccccc3SC)no2)cc1	12	0	10	-1	10	-8	nt	1.5	10
Fc1ccc(/C=N/c2c(-c3ccc(F)cc3)nc3n2CCS3)cc1	-7	-9	-5	0	0	1	5	0.48	-1
OCCOc1nnnn1-c1ccccc1	6	-1	0	4	-8	2	20	-0.01	9
N#Cc1nc(Cc2ccccc2)oc1NCCc1ccccc1	-5	-3	5	0	9	-6	-49	0.04	20
Cn1cc(C(=O)c2ccccc2)cc1-c1nc2ccccc2n1C	-14	-13	-2	0	-14	-4	4	-0.05	1
Cc1nn(-c2ccccc2)c2[nH]c(=O)c(CNc3ccc(N4CCOCC4)cc3)cc12	4	-10	-1	-1	2	-1	-8	-1.1	6
Cc1ccc(CN(c2ccc(C(=O)N3CCc4ccccc4C3)cc2)S(C)(=O)=O)cc1	2	-3	16	-1	7	-15	nt	-1.3	9
Cc1ccccc1-n1c(C)nc2ccccc21	-6	4	-5	3	-5	3	28	1.5	-3
CCCCN(C(=O)CNC(=O)c1ccco1)C(C(=O)NC1CCCCC1)c1ccc(OC)cc1OC (stereo not given)	-6	-10	-9	-1	-8	5	-5	-0.08	-4
COc1ccc(-c2oc(NC(C)=O)c(C#N)c2-c2ccc(OC)cc2)cc1	-5	-5	10	2	-15	-8	-21	-0.92	18
CCN(CC)CCCNC1CCS(=O)(=O)C1 (stereo not given)	-2	2	7	-1	10	-7	2	-0.37	3
Cn1c(=O)c2c(n(Cc3ccccc3)c1=O)NC(=O)C2CC(=O)O (stereo not given)	1	-8	4	-2	-4	-2	-16	-0.2	13
O=C(N/N=C/c1ccc(OC(=O)c2cccs2)cc1)c1ccc(F)cc1	-5	-20	0	13	32	2	-10	1.5	-3
COCCNC(=O)C(c1ccccc1)N(Cc1cccs1)C(=O)Cn1nnc2ccccc21 (stereo not given)	5	8	5	2	-22	-6	-4	-1.1	6
Cc1ccc(NC(=O)CCC(=O)NCCO)cc1	2	-2	-19	-1	-26	18	-19	-0.35	10
Cc1noc(C)c1CSc1nnnn1-c1ccc(Cl)cc1	-1	-3	-5	-1	26	4	23	-0.12	3
COc1ccc(N(CC(=O)Nc2nc3ccc(C)cc3s2)S(=O)(=O)c2c(C)nn(C)c2C)cc1	-5	-11	7	-3	-6	-11	-16	nt	1
CCOc1ccc(NS(=O)(=O)c2ccc3[nH]cc(C(=O)N(CC)CC)c(=O)c3c2)cc1	-9	1	-12	5	-6	9	nt	0.35	4
Cc1noc(C)c1C(=O)NCCc1ccc(Cl)cc1	-6	-9	-3	1	20	1	-2	-0.14	95*[fluorescence artefact?]
CCOc1ccc(Cc2nnc(N)s2)cc1OCC	-4	-15	8	1	1	-5	14	-0.04	6
O=C(NCc1cccnc1)C1CC2c3ccccc3C1c1ccccc12 (stereo not given)	-1	-10	-2	3	-28	6	22	1.4	2
Cc1c(NC(=O)OC(C)C)sc(=S)n1C	-1	-15	-3	1	11	1	-8	0.64	5
O=C(Nc1ccccc1C(=O)N1CCCCC1)c1cccc(S(=O)(=O)N2CCOCC2)c1	-5	-7	-4	-8	-1	8	1	0.31	1
CCn1c(=O)cc(OCC(=O)NCc2ccc(C)o2)c2ccccc21	3	-7	-2	2	-1	5	-25	-0.18	4
CCN=C(Nc1ccc2c(c1)OCO2)SC1CC(=O)N(c2ccc(OC)cc2)C1=O (stereo not given)	6	-7	6	1	18	-10	-18	-1.8	10
N#Cc1c(N)nc(SCc2ccccn2)c(C#N)c1-c1cccs1	-4	-183	12	6	-3	-10	4	-3.8*	14
CCSc1ccccc1C(=O)Nc1cccc(OC)c1	0	-7	-2	-1	-6	3	5	-0.08	-2
Cc1nn(-c2ccccc2)c(C)c1/C=N/n1c(-c2ccc(C(C)(C)C)cc2)n[nH]c1=S	3	-7	22	-3	26	-18	12	-3.9*	-3
COc1cc(C(=O)Nc2nc3ccccc3s2)ccc1OCc1c(C)noc1C	4	-9	3	2	6	-6	0	-0.53	2
CNC(=O)CN(c1cccc(Br)c1)S(C)(=O)=O	5	3	7	2	6	-8	7	0.33	0
O=C(Nc1nnc(-c2ccccc2)s1)c1ccc(Cl)c(S(=O)(=O)N2CCOCC2)c1	0	-5	3	0	-15	-5	-12	nt	3
